From PubChem BioAssay
Apaf-1 inh: blocks human Apaf-1 apoptosome activity; 330,000 compounds, 0.71% hits; reconstituted apoptosome caspase-3 activity, DEVD-Rh110 fluorescence; O14727; inhibition, % at 20 µM; active = inhibition of at least 40% at 20 µM;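 note: plate controls were DMSO wells for no effect and DEVD-CHO caspase inhibitor wells for full effect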
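System: Apoptosome proteins | Medium: Hepes pH 7.5 with detergent and BSA | Also added: Cytochrome c trigger plus (Z-DEVD)2-Rh110 caspase-3 substrate | Incubation: 30 min compound preincubation, 50 min activation, room temperature | Detection: Rhodamine 110 fluorescence at Ex 480/Em 540 nm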
hIAP activ: human IAP activation. activation factor at 10 µM. purified human IAP, CDP-Star luminescence, 30 min; stronger effect = higher value; 1 = vehicle-only enzyme, 0 = enzyme-free background. P09923. 330,000 compounds, 0.16% hits;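 active = activation factor of the enzyme at least 2-fold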; note: the source names both 10 and 20 µM as test concentration; values of inactives mirror those of a sister screen read the other way
Target sequence (P09923 whole entry, looked up): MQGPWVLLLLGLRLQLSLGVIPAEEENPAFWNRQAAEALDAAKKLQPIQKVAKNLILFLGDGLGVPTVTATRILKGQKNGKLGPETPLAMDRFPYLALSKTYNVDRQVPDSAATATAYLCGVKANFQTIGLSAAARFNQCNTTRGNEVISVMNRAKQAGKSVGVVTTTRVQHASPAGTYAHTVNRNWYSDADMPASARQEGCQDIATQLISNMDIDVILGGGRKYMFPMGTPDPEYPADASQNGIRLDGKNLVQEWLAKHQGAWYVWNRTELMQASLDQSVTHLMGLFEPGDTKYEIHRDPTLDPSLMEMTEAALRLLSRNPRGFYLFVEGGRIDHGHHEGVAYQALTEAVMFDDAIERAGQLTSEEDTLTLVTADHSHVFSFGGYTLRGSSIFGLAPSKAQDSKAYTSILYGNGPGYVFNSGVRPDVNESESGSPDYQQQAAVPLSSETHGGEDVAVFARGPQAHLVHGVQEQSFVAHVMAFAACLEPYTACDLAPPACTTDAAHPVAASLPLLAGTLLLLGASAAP
mIAP block: blocks mouse intestinal alkaline phosphatase; purified mouse IAP, CDP-Star luminescence, 30 min; inhibition, % at 10 µM; 330,000 compounds, 0.2% hits;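 active = inhibition of at least 40% at 10 µM in the primary screen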;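 note: plate controls were DMSO with enzyme for no effect and no enzyme wells for full effect; values of inactives mirror those of a sister screen read the other way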
ATG4B inhibitor: inhibitors of human ATG4B cysteine protease | ATG4B cleavage of LC3-PLA2, NBD-HPC fluorescence, 1 h | Q9Y4P1 | inhibition, % at 8.33 µM | 340,000 compounds, 0.51% hits | AID 504462; in the data active = inhibition above about 40%
Target sequence (Q9Y4P1 whole entry, looked up): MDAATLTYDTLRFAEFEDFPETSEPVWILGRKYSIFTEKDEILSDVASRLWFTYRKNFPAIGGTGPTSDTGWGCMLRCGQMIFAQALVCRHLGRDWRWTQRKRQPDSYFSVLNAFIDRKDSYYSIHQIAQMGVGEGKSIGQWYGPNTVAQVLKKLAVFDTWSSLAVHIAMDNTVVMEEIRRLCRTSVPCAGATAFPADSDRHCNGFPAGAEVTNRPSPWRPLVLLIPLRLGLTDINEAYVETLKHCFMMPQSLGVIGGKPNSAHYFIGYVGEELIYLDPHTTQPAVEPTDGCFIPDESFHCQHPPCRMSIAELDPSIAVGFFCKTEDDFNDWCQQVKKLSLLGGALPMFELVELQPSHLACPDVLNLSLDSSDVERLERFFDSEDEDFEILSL
TIM10 inh: inhibits growth of TIM10 yeast strain | S. cerevisiae TIM10 strain growth, BacTiter-Glo luminescence, 24 h | inhibition, % at 10 µM | 330,000 compounds, 1.4% hits | AID 463195;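 active = inhibition of 40% or more at the single tested concentration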;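 note: wild-type TIM10 isogenic control strain grown at permissive 25 °C; 0% = DMSO yeast wells and 100% = minimal medium wells without yeast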
tim10-1 inh: growth inhibitors of tim10-1 mutant yeast; S. cerevisiae tim10-1 ts strain growth, BacTiter-Glo, 24 h; inhibition, % at 20 µM; 330,000 compounds, 2.2% hits;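 active = inhibition of at least 40%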;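 note: mutant grown at 25 °C; 0% = DMSO wells with yeast and 100% = wells holding no yeast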
NLRP3 yeast inh: inhibitors of NALP3 inflammasome in yeast; Yeast reconstituted NLRP3/ASC/caspase-1, beta-gal luminescence, 24 h; AID 2825; 330,000 compounds, 0.39% hits; inhibition, % at 10 µM;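 active = inhibition of 50% or more; inactive = inhibition below 50%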;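 note: plate controls were induced DMSO wells for no effect and uninduced yeast grown without galactose for full effect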
hIAP inh: human IAP inhibition; purified IAP, CDP-Star luminescence, 30 min; 330,000 compounds, 0.12% hits; inhibition, % at 10 µM;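 active = inhibition reaching a set limit with compound at 10 µM in the primary screen, cut at about 35% in these data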;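 note: plate controls were DMSO wells with enzyme for no effect and no-enzyme buffer wells for full effect; values of inactives mirror those of a sister screen read the other way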
mIAP act: mouse IAP activation; muIAP, CDP-Star luminescence, 30 min; stronger effect = higher value; 1 = vehicle-only enzyme signal, 0 = enzyme-free wells; activation factor at 10 µM; 330,000 compounds, 0.24% hits;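 active = activation factor of at least 2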; note: the source names both 10 and 20 µM as test concentration; values of inactives mirror those of a sister screen read the other way
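also added = chemiluminescent substrate CDP-Star | test system = mouse IAP enzyme | signal = chemiluminescence readout | compound = DMSO-dissolved test compounds | incubation = 30 min at room temperature | benchmarks = DMSO wells, no-enzyme wells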
Starred values were filed as active, the others as inactive; . = not tested or not shown.

compound	Apaf-1 inh	hIAP activ	mIAP block	ATG4B inhibitor	TIM10 inh	tim10-1 inh	NLRP3 yeast inh	hIAP inh	mIAP act
CCCN1CCC(=O)N(CCSc2ccccc2)CC1	-4	1	5	3	8	-1	-3	-5	0.95
CC(CN1CCCCC1)OC(=O)c1ccccc1Cl (centres undefined)	5	0.87	-4	-3	-16	-14	3	13	1
O=C(Nn1cnnc1)c1ccccc1-c1ccccc1	-9	0.95	8	-9	5	5	7	5	0.93
O=C(NCCCN1CCCC1=O)c1cccc(N2CCCC2=O)c1	5	1.1	-1	-14	-2	12	-3	-9	1
CCc1ccc([C@@H]2CC=C(C(=O)O)[C@H](c3ccccc3F)N2S(=O)(=O)c2ccc(C)cc2)cc1	16	1.1	-2	14	-13	41*	11	-9	1
COc1ccc(/C=C(\C#N)C(=O)Nc2cc(S(=O)(=O)N3CCCCC3)ccc2N2CCCCC2)cc1	-2	0.99	6	2	9	17	16	1	0.94
Cc1cccc(N2CCN(S(=O)(=O)c3ccc4c(c3)NC(=O)CO4)CC2)c1C	17	0.94	-7	12	30	39	-4	6	1.1
Cc1c(Nc2nc(-c3cccc([N+](=O)[O-])c3)cs2)c(=O)n(-c2ccccc2)n1C	3	0.98	14	-2	1	11	19	2	0.86
COc1ccc(/C=C/C(=O)CCC(=O)O)cc1	-5	0.93	-1	0	1	1	11	7	1
CCOc1ccc(NC(=O)CN2CCN(CC(=O)Nc3ccc(F)c(F)c3)CC2)cc1	1	0.83	-4	-1	0	10	17	17	1
CC(C)N(C(=O)Cn1cc(S(=O)(=O)CC(=O)NCc2ccccc2)c2ccccc21)C(C)C	-4	0.95	8	-4	12	7	-5	5	0.92
CCOc1ccc(NC(=O)CN(C)C(=O)c2cccnc2Sc2ccc(C)c(C)c2)cc1OCC	15	1.1	-16	0	5	3	2	-14	1.2
COc1ccc(NC(=O)CN2CCN(S(=O)(=O)c3cccs3)CC2)cc1Cl	-8	0.86	-5	-1	11	21	12	14	1.1
Cc1ccc(-c2nnc(SCC(=O)NC3CCS(=O)(=O)C3)nc2-c2ccc(C)cc2)cc1 (centres undefined)	14	0.9	2	-6	-4	24	7	10	0.98
Cc1ccc(C2CC(c3cccs3)=NN2C(=O)c2ccc(Br)o2)cc1 (centres undefined)	12	1.1	9	3	22	19	12	-11	0.91
C=CCN(c1ccccc1)S(=O)(=O)c1ccc2c(c1)NC(=O)C(C)S2 (centres undefined)	4	0.92	-4	1	1	-6	19	8	1
COc1ccc(N(C(=O)c2snc(C(N)=O)c2N)C(C(=O)NC2CCCC2)c2ccc(F)cc2)c(OC)c1 (centres undefined)	13	0.94	-1	-14	-4	-8	-2	6	1
COC(=O)c1sc(N2C(=O)C(O)=C(C(=O)c3ccc(C)o3)C2c2ccc([N+](=O)[O-])cc2)nc1C (centres undefined)	13	0.9	6	5	0	6	9	10	0.94
Brc1cnc2nc(SC/C=C/c3ccccc3)[nH]c2c1	-4	1.2	9	-9	6	1	14	-18	0.91
Cc1cc(Cl)nc(Cl)c1C(=O)NC(=O)NCCC(C)C	2	1.1	-6	-2	-17	9	24	-5	1.1
COc1ccc(N(C)C(=O)Cc2c(C(=O)O)n(C)c3ccccc23)cc1	0	1.2	1	-3	-4	7	15	-22	0.99
C/C(CCN1CCc2nc(-c3ccccc3)c(-c3ccccc3)cc2C1)=N\O[C@H](C)c1cn([C@H](CO)Cc2ccccc2)nn1	20	0.91	8	.	0	-7	10	9	0.92
O=C(c1cc(=O)c2ccccc2o1)N1CCCc2ccccc21	-3	1	9	1	-3	28	6	-3	0.91
CCOc1ccc(CCNC(=O)COC(=O)C2CCN(S(=O)(=O)c3ccc(C)c(C)c3)CC2)cc1OCC	22	1.1	-3	-4	10	7	8	-14	1
Cc1cc(C(=O)OCC(=O)Nc2ccccc2[N+](=O)[O-])c2ccccc2n1	-4	0.85	-4	-9	3	11	12	15	1
COc1cccc(-c2ccc(=O)n(CC(=O)NCCN3CCOCC3)n2)c1	0	1.1	-10	0	3	-3	18	-9	1.1
COc1ccc(NC(=O)CN(C)C(=O)c2ccc3c(c2)OCCO3)cc1	5	0.97	0	1	-3	-23	4	2	1
COc1ccc(S(=O)(=O)O/N=C2\CCSc3ccc(C)cc32)cc1	7	0.94	1	13	23	36	-19	6	0.99
CC(C)CC(COCc1ccc(Cl)cc1)N1CCN(C(=O)c2cccc(C(F)(F)F)c2)CCC1=O (centres undefined)	29	0.91	-4	-2	10	27	12	9	1
CN(Cc1cccs1)c1ncnc2sccc12	-1	0.86	-1	-1	2	25	12	14	1
COc1ccccc1NC(=O)Nc1ccc(S(=O)(=O)Nc2onc(C)c2C)cc1	-7	1.1	-6	-9	8	8	13	-6	1.1
O=C(COC(=O)c1ccco1)Nc1nnc(-c2ccccc2)o1	10	1.3	-6	4	4	-11	9	-27	1.1
Cc1ccc(Cl)cc1NC(=O)c1ccccc1OCC(=O)Nc1ccc(Cl)cc1	2	0.97	-10	8	30	48*	-2	3	1.1
O=C1COc2ccc(C(=O)NCc3ccco3)cc2N1	2	0.88	-6	3	10	-7	14	12	1.1
CC(C)Cn1c2c(c(=O)[nH]c1=O)C(NS(=O)(=O)c1ccc(Cl)cc1)(C(F)(F)F)C(=O)N2 (centres undefined)	-3	0.89	-2	-9	5	-9	14	11	1
Cn1c(SCC(=O)Nc2ncc(C(F)(F)F)cc2Cl)nnc1-c1ccc(Cl)cc1	2	1.2	5	-1	5	17	7	-15	0.95
CSc1ccccc1NC(=O)N1CCC(CO)(CC2CCCCO2)CC1 (centres undefined)	12	1.1	3	7	-2	10	10	-8	0.97
Cc1cccc(C(P(=O)(c2ccccc2)c2ccccc2)P(=O)(c2ccccc2)c2ccccc2)n1	2	0.99	0	6	17	38	31	1	1
CC(C)(Oc1ccc(Cl)cc1)C(=O)N1CCN(c2ccccn2)CC1	20	1.1	-1	1	-18	7	25	-11	1
O=C(Nc1ccc(Cl)cc1)c1ccc2c(c1)S(=O)(=O)c1ccccc1C2=O	0	1	4	4	1	-7	6	-1	0.96
NS(=O)(=O)c1ccc(CCn2c(=S)[nH]c3ccc(F)cc3c2=O)cc1	-8	1.1	13	-3	1	17	21	-10	0.87
Cc1ccc(S(=O)(=O)NC(CC(=O)NC2CCCC2)c2ccco2)cc1 (centres undefined)	-2	1	-8	-7	-12	-1	12	-3	1.1
CC1CC(C)CN(S(=O)(=O)c2ccc3c(c2)CC(=O)N3)C1 (centres undefined)	1	1.1	7	-3	5	13	9	-7	0.93
COc1ccc(/C=C/C(=O)NCCCNC(=O)/C=C/c2ccc(OC)c(OC)c2)cc1OC	-16	1	4	-10	4	-10	16	-1	0.96
O=C(CCC(=O)c1ccccc1)NC1CCCN(Cc2ccccc2F)C1 (centres undefined)	-5	1.4	-5	3	-2	15	4	-37	1.1

Rewritten field by field: part of the list above.
NS(=O)(=O)c1ccc(CCn2c(=S)[nH]c3ccc(F)cc3c2=O)cc1
  Apaf-1 inh: -8	hIAP activ: 1.1	mIAP block: 13	ATG4B inhibitor: -3	TIM10 inh: 1	tim10-1 inh: 17	NLRP3 yeast inh: 21	hIAP inh: -10	mIAP act: 0.87

Cc1ccc(S(=O)(=O)NC(CC(=O)NC2CCCC2)c2ccco2)cc1 (centres undefined)
  Apaf-1 inh: -2	hIAP activ: 1	mIAP block: -8	ATG4B inhibitor: -7	TIM10 inh: -12	tim10-1 inh: -1	NLRP3 yeast inh: 12	hIAP inh: -3	mIAP act: 1.1

Continuation:
compound	Apaf-1 inh	hIAP activ	mIAP block	ATG4B inhibitor	TIM10 inh	tim10-1 inh	NLRP3 yeast inh	hIAP inh	mIAP act
Cc1sc2ncn(CC(=O)NCCCC(=O)Nc3ccc(C(C)C)cc3)c(=O)c2c1C	3	0.84	-6	2	-30	-1	17	16	1.1
CC1(c2nnc(Cc3ccccc3)o2)CC(c2ccc(Cl)cc2)=NO1 (centres undefined)	2	1.2	8	1	4	-9	10	-20	0.92
Cn1ncc2c(Nc3ccc4ccccc4c3)ncnc21	11	0.94	3	-18	19	38	26	6	0.97
CCOc1nsc(OCC)n1	2	0.89	-8	-1	-22	16	21	11	1.1
Cc1cc(C)c(NC(=O)CN(C)C(=O)C2CC(=O)N(c3cccc4ccccc34)C2)c(C)c1 (centres undefined)	-15	1.1	-1	-2	10	-20	27	-12	1
Cc1ccc(S(=O)(=O)/N=C2/NC(=O)/C(=C/c3ccccn3)S2)cc1	-7	1	5	0	-5	-3	8	-2	0.95
Cc1ccccc1-c1nnc(CN2CCN(C(=O)c3ccco3)CC2)o1	7	0.9	-4	-2	-8	2	17	10	1
CCCc1cc(=O)n2[nH]c(-c3ccc(Br)cc3)cc2n1	15	1	-7	-3	-25	-5	9	-3	1.1
Cc1ccc(C(=O)NCCSCc2ccccc2)cc1[N+](=O)[O-]	10	1	4	-6	-30	5	18	0	0.96
CC(=O)c1ccc(Nc2ccc([N+](=O)[O-])c3nonc23)cc1	4	0.9	26	1	6	19	12	10	0.74
Cc1cc(C(=O)CN2C(=O)NC3(CCCCC3)C2=O)c(C)n1Cc1ccc2c(c1)OCO2	12	0.82	0	-16	19	14	3	18	1
O=C(NCCc1ccccc1)C1CCCN1C(=O)Nc1ccccc1 (centres undefined)	-1	1.1	-1	-2	-3	-5	8	-11	1
Fc1ccc(CSc2ccc3nnc(-c4cccs4)n3n2)cc1	1	1.1	8	-18	-2	21	-7	-8	0.92
CCOc1ccc(C(=O)NCC(=O)Nc2ccncc2)cc1OCC	1	1	-2	-13	9	8	5	-4	1
CS(=O)(=O)N(CC(=O)N1CCc2ccccc2C1)Cc1ccccc1	-12	1	-7	-3	-10	7	8	-4	1.1
